High-throughput results (PubChem BioAssay)
HKDC1 inhibitor – HKDC1 hexokinase inhibitors, primary screen, biochemical, fluorescence, uHTS; actives 0.16% (n = 340,000); recombinant HKDC1, G6PDH/diaphorase resazurin coupled fluorescence; Q2TB90; inhibition, % at 20 µM; AID 493160, 2011;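 active = inhibition above about 35% when tested at 20 µM, limit read from the data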;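 also: plate controls were DMSO wells with enzyme for no effect and DMSO wells lacking enzyme for full effect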
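Test system: recombinant HKDC1 (HK5) hexokinase enzyme, produced in-house; Amount: enzyme 5 µg/mL final; Buffer or medium: Tris pH 8.0 buffer with MgCl2, Tween-20, BSA, BME; Reagent: glucose and ATP substrates; Doses: 20 µM test compound, 1% DMSO; Incubation: 90 min reaction incubation at room temperature, dark; Detection: resorufin fluorescence at 613 nm.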
SENP1 inh – human SENP1 catalytic domain inhibitors, primary screen, biochemical, FRET, uHTS | actives 0.21% (n = 360,000) | recombinant SENP1 catalytic domain, CyPet-SUMO1-YPet FRET cleavage | AID 624204, 2012 | inhibition, % at 10 µM;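 active = inhibition at least 30% at 10 µM, raw YFP signal under a set limit, fluorescence ratio 0.5 to 1.5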;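 also: 0% = enzyme with DMSO and 100% = no enzyme wells; some results filed as inactive read as strong as hits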
Target sequence (Q9P0U3 419-644 limits assumed): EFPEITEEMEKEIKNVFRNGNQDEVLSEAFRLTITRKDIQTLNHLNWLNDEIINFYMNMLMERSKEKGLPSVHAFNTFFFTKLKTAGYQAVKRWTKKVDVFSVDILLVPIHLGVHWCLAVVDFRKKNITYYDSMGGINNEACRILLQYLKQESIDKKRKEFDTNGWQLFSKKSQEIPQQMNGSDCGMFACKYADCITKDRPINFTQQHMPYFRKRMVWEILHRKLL
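Controls: no-enzyme wells low, DMSO-plus-enzyme wells high control. Test system: human recombinant His6-tagged SENP1 catalytic domain enzyme. Reagent: SFCypet-SUMO1-SFYpet FRET protein substrate, 25 nM final. Doses: one dose per compound, 10 µM, 0.5% DMSO. Detection: FRET, CFP and YFP emission. Timing: 50 min reaction at room temperature.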
SENP6 block – SENP6 protease inhibitors, primary screen, biochemical, luminescence, uHTS; Recombinant SENP6 catalytic domain, aminoluciferin luminescence; inhibition, % at 10 µM; actives 1.8% (n = 330,000); AID 2599, 2010; Sentrin-specific protease 6 (Homo sapiens), Q9GZR1;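 active = inhibition above about 50% at the single tested dose, limit read from the data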;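 also: plate controls were DMSO wells with enzyme for no effect and DMSO wells lacking enzyme for full effect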
PfGluPho inh – PfG6PD enzyme inhibitors, primary screen, biochemical, fluorescence intensity, uHTS; glucose-6-phosphate dehydrogenase-6-phosphogluconolactonase (Plasmodium falciparum 3D7); PfGluPho enzyme, NADPH resazurin-diaphorase fluorescence; inhibition, % at 20 µM; actives 0.78% (n = 350,000); AID 504690, 2011;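 active = inhibition reaching at least a set limit at 20 µM in the primary screen, cut at about 59% in these data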;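 also: 0% = DMSO wells with substrate and 100% = DMSO wells lacking glucose-6-phosphate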
SENP7 block – SENP7 protease inhibitors, primary screen, biochemical, luminescence, uHTS; Sentrin-specific protease 7 (Homo sapiens), Q9BQF6; recombinant SENP7, Z-RLRGG-aminoluciferin luminescence, 40 min; inhibition, % at 5 µM; actives 1.5% (n = 330,000); AID 434973, 2010;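 active = inhibition above about 50% at the single test dose, limit read from the data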;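 also: plate controls were DMSO with enzyme for no effect and no enzyme buffer wells for full effect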
Target sequence (Q9BQF6 706-1050 limits assumed): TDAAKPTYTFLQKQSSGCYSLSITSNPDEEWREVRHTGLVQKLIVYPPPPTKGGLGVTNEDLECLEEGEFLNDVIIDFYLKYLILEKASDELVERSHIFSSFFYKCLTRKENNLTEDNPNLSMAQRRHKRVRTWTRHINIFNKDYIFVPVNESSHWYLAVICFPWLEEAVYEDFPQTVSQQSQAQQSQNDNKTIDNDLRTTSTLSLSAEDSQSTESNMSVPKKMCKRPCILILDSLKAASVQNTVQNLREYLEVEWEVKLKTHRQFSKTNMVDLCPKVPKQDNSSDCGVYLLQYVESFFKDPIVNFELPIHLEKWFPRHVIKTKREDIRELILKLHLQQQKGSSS
Apaf1 inhib – inhibitors of human Apaf-1 apoptosome, primary screen, biochemical, DEVD-Rh110 fluorescence, uHTS; reconstituted apoptosome caspase-3 activity; inhibition, % at 20 µM; actives 0.71% (n = 330,000); AID 489030, 2010; active = inhibition of at least 40% at 20 µM;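 also: plate controls were DMSO wells for no effect and DEVD-CHO caspase inhibitor wells for full effect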
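System: Apoptosome proteins | Medium: Hepes pH 7.5 with detergent and BSA | Also added: Cytochrome c trigger plus (Z-DEVD)2-Rh110 caspase-3 substrate | Incubation: 30 min compound preincubation, 50 min activation, room temperature | Detection: Rhodamine 110 fluorescence at Ex 480/Em 540 nm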
NLRP3 yeast inh – NALP3 inflammasome inhibitors in reconstituted yeast, primary screen, luminescence, uHTS. Yeast reconstituted NLRP3/ASC/caspase-1, beta-gal luminescence, 24 h. inhibition, % at 10 µM. actives 0.39% (n = 330,000);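 active = inhibition of 50% or more; inactive = inhibition below 50%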;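 also: plate controls were induced DMSO wells for no effect and uninduced yeast grown without galactose for full effect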
SENP8 block-1 – human SENP8 protease inhibitors, primary screen, biochemical, fluorescence, Nedd8 protein substrate, uHTS; Sentrin-specific protease 8 (Homo sapiens), Q96LD8; recombinant SENP8; inhibition, % at 20 µM; actives 0.64% (n = 360,000); AID 602440, 2012; in the data active = inhibition mostly above about 40%, no sharp cut-off; inactive = mostly below about 27%
Target sequence (Q96LD8 whole entry, looked up): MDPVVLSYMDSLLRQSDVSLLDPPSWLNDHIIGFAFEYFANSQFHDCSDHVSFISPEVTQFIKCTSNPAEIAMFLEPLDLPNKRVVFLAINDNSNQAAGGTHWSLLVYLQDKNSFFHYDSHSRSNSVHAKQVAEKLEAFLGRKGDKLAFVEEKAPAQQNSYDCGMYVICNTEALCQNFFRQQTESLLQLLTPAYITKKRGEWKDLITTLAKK
SENP8 block-2 – SENP8 protease inhibitors, primary screen, biochemical, luminescence | Sentrin-specific protease 8 (Homo sapiens), Q96LD8 | purified SENP8, Z-RLRGG-aminoluciferin cleavage | inhibition, % at 10 µM | actives 1.2% (n = 330,000) | AID 2540, 2010; in the data active = inhibition above about 50%
Numbers without * were called inactive; i = inactive; x = not tested or not shown; & = joins results of further samples. The order is random; about 4.1% have a hit in one of these screens.

molecule,HKDC1 inhibitor,SENP1 inh,SENP6 block,PfGluPho inh,SENP7 block,Apaf1 inhib,NLRP3 yeast inh,SENP8 block-1,SENP8 block-2
COc1ccc(-n2c(Cn3c(=O)sc4ccccc43)nnc2SCC(=O)N2CCCCC2)cc1,-6,1,13,6,0,1,2,6,-2
CCc1cc(-c2n[nH]c(C)c2-c2nc3ccccc3n2C)c(O)cc1O,1,-1,5,61*,-2,11,16,-57,-7
Cc1ccc(OCC(=O)N2CC(C)OC(C)C2)c([N+](=O)[O-])n1 (stereo not given),-5,0,-8,5,4,1,2,19,0
CCC(C)Sc1cccc(-c2nc3ccc(C)cn3c2NCc2ccccc2)c1 (stereo not given),1,-98&-81,-10,44,-4,32,23,-460,4
CN1CCN(c2ccc(S(=O)(=O)N3CCOCC3)cc2NC(=O)COc2ccc(C#N)cc2)CC1,-5,0,x,-1,x,x,x,-41,x
COc1ccc(C(=O)N/N=C/c2ccc(OC)c(COc3ccc(F)cc3F)c2)cc1,1,2,-3,0,-10,18,2,-8,3
COc1ccc(/C=N/NC(=O)CC(=O)NCc2cccnc2)c(OC)c1,-12,1,2,-12,-2,-5,-18,6,-2
CCn1c(=O)c2ccccc2n(CC(=O)NCCC2=CCCCC2)c1=O,-3,0,15,-7,3,2,14,6,-2
O=[N+]([O-])c1ccc(COc2ccc(CNc3ccccc3)cc2)cc1,2,1,-15,8,3,2,11,8,-7
COc1ccc(S(=O)(=O)N2CCOCC2)cc1NC(=O)C1CCN(S(=O)(=O)c2ccc(Cl)cc2)CC1,1,4,x,-4,x,x,x,17,x
COc1cccc(C(=O)N2CCN(c3ccc(N4CCOCC4)nn3)CC2)c1,-3,-24,5,-13,1,18,15,i,-2
Cc1cc(C)nc(NC2=NCC(=O)N2CCc2c[nH]c3ccccc23)n1,2,-5,-17,-2,0,0,5,-92,-1
CCC(=O)OCCNc1cc(Sc2nccn2C)c2nonc2c1[N+](=O)[O-],10,-23,x,29,x,x,x,11,x
CC(Cc1ccc(O)c(O)c1)C(C)Cc1ccc(O)c(O)c1 (stereo not given),6,x,-20,84*,-4,24,21,x,-20
CCOC(=O)c1ccc(NC(=O)Cn2ncc(Cl)c(Cl)c2=O)cc1,22,2,4,6,-4,-1,10,7,-4
Cc1ccc(C(=O)CSc2ncnc3sc4c(c23)CCCC4)cc1,-6,-1,-4,8,4,3,11,8,1
CC12CN(C(=S)Nc3ccccc3)CC(C)(CN(C(=S)Nc3ccccc3)C1)C2=O,-3,4,13,2,-3,3,1,10,5
Cc1cc(S(=O)(=O)/N=C(\N)c2ccc(C(N)=O)cc2)cc(C)c1F,-5,3,9,-5,0,3,-7,18,-2
COc1ccc(NS(=O)(=O)c2ccc(N3CCCC3)c(NC(=S)Nc3cccc(C)c3C)c2)cc1,-12,1,-15,80*,-4,4,4,14,-7
COc1cc(NC(=O)CCc2nnc3ccc(N4CCC5(CC4)OCCO5)nn23)cc(OC)c1,-4,0,1,8,-13,11,-1,-23,-9
COc1ccc(-c2noc(C3CCCN(C(=O)c4ccccc4OC)C3)n2)cc1OC (stereo not given),9,1,-29,-18,-3,9,-2,23,-9
O=C(c1cccs1)N1CCN=C1SCc1ccc(Cl)cc1,-1,1,-4,1,10,14,-2,11,-2
CCOC(=O)N1CCN(C(=O)c2ccc3c(=O)n(-c4ccc(OC)cc4)c(=S)[nH]c3c2)CC1,-6,-1,4,3,4,2,20,13,2
Cc1ccc(S(=O)(=O)N2CCN(C)CC2)cc1-c1nnc2c3ccccc3c(C)nn12,-1,2,-14,-8,-1,3,19,-16,-1
Cc1sc2ncn(CC(=O)N3CCOCC3)c(=O)c2c1-c1ccccc1,-3,0,21,-6,-4,0,-1,16,-3
CN(C1CCCCC1)S(=O)(=O)c1ccc(-c2ccccn2)s1,6,-1,-30,0,6,12,19,16,-1
CCOP(=O)(OCC)C(NC(=O)Nc1ccccc1)C(N)=O (stereo not given),-9,0,19,2,3,0,8,11,5
CCc1ccc(S(=O)(=O)Nc2ccc(Cl)cn2)cc1,-5,1,-22,-16,2,-4,28,-6,1
CN(C)S(=O)(=O)c1cccc(C(=O)Nc2ccc(N3CCOCC3)cc2)c1,3,4,11,27,-4,13,2,28,4
CCOc1ccc(NC(=O)CSc2nnc(-c3ccccc3Cl)n2Cc2ccco2)cc1,0,-1,-1,1,7,7,18,17,-5
C=CCn1c(SCC(=O)Nc2ccc(OC)cc2)nc2c([nH]c3ccccc32)c1=O,-4,0,-27,-17,8,-13,7,-43,-11
Cc1ccccc1N1CC(C(=O)O)CC1=O (stereo not given),-15,-2,5,-21,4,13,10,20,-1
Cc1ccc(C)c(Sc2ccc(S(=O)(=O)Nc3ccc(C(=O)O)cc3)cc2)c1,11,-1,8,-19,-18,1,16,4,-10
O=C(COc1ccc2oc(-c3ccco3)cc(=O)c2c1)N1CCCCC1,-2,3,-8,1,1,1,2,-372,2
CCOc1ccc(NC(=O)/C(C#N)=C/c2cn(CC(=O)O)c3ccccc23)cc1,-1,-94,-8,1,1,0,12,14,-6
COC(=O)c1ccc(COC(=O)c2cnccn2)cc1,-9,-1,-46,-6,5,-7,2,25,-15
CN(c1ccc(C(=O)N2CCOCC2)cc1[N+](=O)[O-])C1CCCCC1,-5,3,7,-5,-2,-20,2,10,1
O=C(CSc1nc2ncc(Cl)cc2[nH]1)NC1CCS(=O)(=O)C1 (stereo not given),-5,0,33,6,7,-2,1,1,6
Cc1cc(OC(C)C(=O)NC(Cc2c[nH]c3ccc(O)cc23)C(=O)O)c2c(C)c(C)c(=O)oc2c1 (stereo not given),7,-1,-3,10,11,-5,2,-4,-8
Brc1ccc(CSc2nnc(-c3cnccn3)n2Cc2ccco2)cc1,-2,1,2,9,6,1,5,-17,5
O=C(NCC(=O)N1CCN(c2ccccc2F)CC1)c1ccco1,2,4,-16,5,0,4,12,6,-1
CCOc1cc(C(=O)N2CCC(CC3CC(c4ccc(Cl)cc4)=NO3)(C(=O)NCC3CCCCC3)CC2)cc(OCC)c1OCC (stereo not given),-10,2,-7,8,2,10,12,0,-2
Cc1c(-c2nc(N)nc(Nc3ccccc3F)n2)oc2ccccc12,-7,0,-5,14,-9,20,22,-16,-24
COc1ccccc1CNC(=O)c1ccc(OC(F)F)c(OC)c1,-6,-2,-5,16,-1,-3,17,20,-3
CC(=O)Nc1ccc(C(=O)CN2C(=O)NC3(CCCCCC3)C2=O)c(F)c1,-6,2,-4,-6,-7,5,21,0,-12
Cc1cc(C)c(-c2csc(Cc3nc(-c4cc5ccccc5oc4=O)cs3)n2)cc1C,-8,-4,-31,31,0,24,-11,-422,-5
COc1ccc(-c2noc(N3CCC(C(=O)NCc4ccc(Cl)cc4)CC3)n2)cc1,-8,2,-22,-5,-5,-6,-1,0,1
COc1ccc(CNC(=O)c2cc(=O)c3cc(C)ccc3o2)cc1,2,4,11,5,-4,2,24,5,1
CC(OC(=O)CCCN=C1NS(=O)(=O)c2ccccc21)C(=O)Nc1ccccc1F (stereo not given),1,-2,-11,-8,-2,-2,11,13,6
COn1c(SCc2cccc(Cl)c2)nc2ccccc2c1=O,-5,0,-7,-1,2,15,0,2,2

Additional records.
molecule,HKDC1 inhibitor,SENP1 inh,SENP6 block,PfGluPho inh,SENP7 block,Apaf1 inhib,NLRP3 yeast inh,SENP8 block-1,SENP8 block-2
[O-]/[N+](=C\c1cccc(Br)c1)c1ccccc1,-8,0,23,44,-2,-12,3,27,3
S=C(N/N=C/c1ccccc1Cl)Nc1cccc(Cl)c1Cl,-4,-2,-16,-3,-9,27,32,7,-9
Cc1cnc(C(=O)OCC(=O)Nc2cc(Cl)cc(Cl)c2)cn1,-7,-2,-41,9,-2,-3,9,12,-22
O=C(CN1CCOCC1)OCCCc1ccccc1,0,1,0,0,0,0,12,15,-4
COc1cccc(C2CC(c3cccc(C)c3)n3ncnc3N2)c1 (stereo not given),-6,0,-19,-6,-9,-8,3,-1,7
CCC(C(=O)N1CCN(S(=O)(=O)c2sc(C(=O)O)c(C)c2C(=O)O)CC1)c1ccccc1 (stereo not given),0,5,-10,-13,-14,6,-7,-3,-5
Cc1ccc2c(CC(=O)N(C)c3c(N)n(Cc4ccccc4)c(=O)[nH]c3=O)coc2c1,2,1,-11,7,-1,10,-3,-4,-7
O=P(Cc1ccccc1O)(c1ccccc1)c1ccccc1,-10,-1,-10,-11,-6,3,-9,34,-12
CC1=C(C(=O)N2CCOCC2)C(c2ccc(O)cc2)NC(=S)N1 (stereo not given),-5,1,1,-2,11,1,-5,15,13
Clc1ccc(-c2nc3cc(CN4CCCCC4)ccc3o2)cc1,-3,1,x,8,x,x,x,-42,x
O=C(OCC(=O)N1CCC(Cc2ccccc2)CC1)c1ccccc1O,-3,0,-4,-5,10,29,14,-6,9
COc1ccc(C(=O)N/C=C/n2cnc3cc(C(F)(F)F)ccc32)cc1,-10,2,-5,-4,10,-5,11,17,0
CCCCn1c(N)c(N(CC(C)C)C(=O)c2cccc(S(=O)(=O)N3CCCCCC3)c2)c(=O)[nH]c1=O,-1,-3,-9,-14,8,7,8,-14,1
CC(C)(OC(=O)c1ccc(C#N)cc1)c1cc2ccccc2c(=O)o1,-4,2,4,16,6,-1,11,9,1
COc1ccc(COC(=O)C2=C(C)NC(=O)NC2c2ccccc2OC(C)C)cc1 (stereo not given),1,0,18,-11,-1,5,10,16,5
COc1ccc(NC(=S)Nc2ccc3nccnc3c2)cc1,7,23,x,39,x,x,x,-33,x
CCOc1cccc(CN2CCCC(C(=O)c3cccc(C(F)(F)F)c3)C2)c1O (stereo not given),-5,1,-23,-2,-6,9,20,6,-7
COc1ccc(-n2c(SC)nc3sc4c(c3c2=O)CCN(C)C4)cc1,-2,-82,3,-4,3,14,21,-51,-3
